Screening results deposited in PubChem BioAssay by National Center for Advancing Translational Sciences (NCATS).
Eya2 phos inh – inhibitors of human Eya2 phosphatase activity. recombinant Eya2, OMFP fluorescence dephosphorylation (OMFP is methylfluorescein phosphate). hit rate 0.006% among 330,000. Potency, µM (series often up to 76.9 µM), without a hit: at the highest dose activity, negative = inhibition, hits mostly inhibitors. O00167. AID 488837; note: potency is the fitted concentration of half-maximal effect; % is set by controls: 0 for no effect and ±100 for the full control effect
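Eya2 (0.2 uM) preincubated 10 min at ambient with compound, then OMFP substrate added at 50 uM; 10 min reaction in 50 mM HEPES pH 7.5, 50 mM NaCl, 5 uM MgCl2, 0.05% BSA, 1 mM DTT. Fluorescence read at Ex 485/Em 525 nm.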
PTAP TSG101 blk – blocks PTAP/TSG101 interaction to inhibit HIV-1 budding | Potency, µM (titrated, usually from 115 µM), without a hit: at the highest dose activity change, negative = inhibition, hits mostly inhibitors | Fluorescence polarization, FITC-PTAP peptide / Tsg101 binding | Q99816 | 340,000 tested, under 10 active; active = well fitted inhibition curve with a large enough effect in the main read-out, with a control signal flat, not every such curve was filed as active; inconclusive = small, poorly fitted or top-dose-only effect, or effect the other way, or a change in a side signal; inactive = no such curve, though single readings can be large or run the other way; note: potency is the fitted concentration of half-maximal effect; % of control where 0% means no effect
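Fluorescence polarization binding of Tsg101 binding domain (10 uM final) to FITC-labeled PTAP peptide (50 nM final) in HEPES pH 7.5 buffer with NaCl, Tween 20, EDTA, TCEP. Compounds added before peptide; binding 20 min at RT.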
ELG1 DNA repair – ELG1-dependent DNA repair inhibition; hit rate 2.3% among 330,000; Potency, µM (top dose mostly 46.1 µM), inactives show top-dose activity change, negative = inhibition, actives largely listed as inhibitors; AID 504467; HEK293T ELG1-luciferase reporter, luminescence, 16 h; DNA damage induced by 5-fluorouridine; note: potency is the fitted concentration of half-maximal effect; % is set by controls: 0 for no effect and ±100 for the full control effect; nearly all actives have a fitted effect of over 55% in size
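5-Fluorouridine DNA damage + compound/DMSO, 2,000 cells/well, 16 h, 37 °C/5% CO2. ONE-Glo, 30 min RT, luminescence. Readout = decrease in reporter signal.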
BCR signal inh – inhibitors of chronic active B-cell receptor signaling | ABC-DLBCL IkBa-CBG/CBR reporter, luminescence ratio, 4 h | Potency, µM (top dose mostly 46.1 µM), inactives show at the top dose ratio change, negative = lower green/red ratio, usual class: inhibitors | hit rate 0.05% among 340,000 | AID 493014; active = well fitted inhibition curve with a large enough effect in the signal ratio, with a control signal flat, not every such curve was filed as active; inconclusive = small, poorly fitted or top-dose-only effect, or effect the other way, or a change in a side signal; the % refers to the signal ratio;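 note: potency is the fitted concentration of half-maximal effect; plate controls were basal doxycycline-induced cells for no effect and cells given 10 µM MG132 for full effect; MG132 reads +100%, hits lower the ratio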
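Doxycycline induced both beetle luciferases in TMD8 lymphoma cells; IKK-driven degradation limits the IkappaBalpha-fused green signal, while red luminescence normalises for cell number and nonspecific effects. Compounds tested up to 46 uM, 4 hrs.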
B2AR arrestin – agonists driving beta-arrestin recruitment to human beta2-adrenergic receptor | AID 492947 | P07550 | hit rate 0.02% among 330,000 | beta-arrestin recruitment to beta2AR, cell-based reporter | Potency, µM (titrated, usually from 46.1 µM), without a hit: at the top dose activation, most hits filed as activators;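 note: potency is the fitted concentration of half-maximal effect; 0% = DMSO controls and full agonism = EC100 isoproterenol or metaproterenol; nearly all actives have a fitted effect of over 65% in size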
Mito fusion act – blocks mitochondrial division or promotes mitochondrial fusion | S. cerevisiae fusion-defective mutant growth rescue, CellTiterGlo 48 h | Potency, µM (series often up to 46.1 µM), for the others: at the highest dose growth rescue (activation), hits mostly activators | hit rate 0.23% among 320,000 | AID 485298;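 note: potency is the fitted concentration of half-maximal effect; % of control where 0% means no effect; nearly all actives have a fitted effect of over 45% in size; temperature-sensitive fusion mutants such as fzo1-1 at 37 °C on non-fermentable ethanol glycerol medium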
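S. cerevisiae fusion-defective temperature-sensitive mutants (e.g. fzo1-1, mgm1-5) grown 48 h at 37C in YPEG (ethanol/glycerol non-fermentable) medium with 23 nl compound per well; growth rescue read as CellTiterGlo luminescence.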
USP2a inh – USP2a (human) protease inhibition. O75604. USP2 core, Ub-CHOP2 coupled fluorogenic reporter, 485/531. Potency, µM (top dose mostly 38.3 µM), inactives show at the top dose activity change, negative = inhibition, most hits filed as inhibitors. hit rate 0.01% among 330,000. AID 463254;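 note: potency is the fitted concentration of half-maximal effect; plate controls were DMSO wells for no effect and full inhibition by NEM control for full effect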
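USP2 core (10nM final) preincubated 30min RT with compound in 20mM Tris-HCl pH 8.0, 2mM CaCl2, 2mM beta-mercaptoethanol, 0.05% CHAPS; 25nM Ub-CHOP2 plus 25nM reporter substrate added, fluorescence (Ex485/Em531) read after 60min.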
TSHR antagonist – human thyrotropin receptor antagonism. hit rate 0.2% among 330,000. AID 504810. activity change, negative = inhibition, % at 11.5 µM. TSHR-expressing cells, TSH-stimulated cAMP HTRF, 2 h; hits give low values;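 active = activity change below a set negative limit, meaning inhibition stronger than a set level, cut at about -70% in these data; inconclusive = activity change between two set negative limits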; note: % is set by controls: 0 for no effect and ±100 for the full control effect
Target sequence (P16473 whole entry, looked up): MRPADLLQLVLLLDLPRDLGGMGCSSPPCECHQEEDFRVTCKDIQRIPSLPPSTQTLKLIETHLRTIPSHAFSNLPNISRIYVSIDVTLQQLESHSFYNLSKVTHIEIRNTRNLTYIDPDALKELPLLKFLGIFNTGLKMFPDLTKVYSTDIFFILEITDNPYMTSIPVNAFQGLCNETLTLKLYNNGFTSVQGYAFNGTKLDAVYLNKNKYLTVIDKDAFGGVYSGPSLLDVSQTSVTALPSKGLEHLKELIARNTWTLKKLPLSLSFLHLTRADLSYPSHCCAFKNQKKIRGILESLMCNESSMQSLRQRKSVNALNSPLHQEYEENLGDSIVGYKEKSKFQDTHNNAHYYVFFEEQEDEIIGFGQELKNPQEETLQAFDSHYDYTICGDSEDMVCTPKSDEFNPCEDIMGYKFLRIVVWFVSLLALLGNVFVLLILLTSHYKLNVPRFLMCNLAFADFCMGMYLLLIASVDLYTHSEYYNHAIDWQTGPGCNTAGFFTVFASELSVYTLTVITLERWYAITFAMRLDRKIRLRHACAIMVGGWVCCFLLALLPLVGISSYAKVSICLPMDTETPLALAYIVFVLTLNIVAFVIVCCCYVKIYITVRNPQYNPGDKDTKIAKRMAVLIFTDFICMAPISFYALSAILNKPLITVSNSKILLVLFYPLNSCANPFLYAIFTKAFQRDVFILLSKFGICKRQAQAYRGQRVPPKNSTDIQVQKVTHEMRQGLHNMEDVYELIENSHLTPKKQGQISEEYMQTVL
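Inhibition of cAMP made by TSHR-expressing cells under TSH stimulation (4nM final, EC80; 2 h, 37 deg C) is quantified with a one-step lysis HTRF kit, anti-cAMP cryptate versus cAMP-d2.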
TCR activator – activates T cell receptor signaling. primary human leukocytes, anti-CD3, IL-2 HTRF, 48 h. Potency, µM (highest dose often 9.22 µM), inactives show top-dose activation of IL-2 secretion, hits mostly activators. 330,000 tested, under 10 active; note: % of control where 0% means no effect
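TCR engagement came from a-CD3 beads alone, with compounds added to primary human leukocytes for 48 hr. Secreted IL-2 bridged europium cryptate- and d2-labelled anti-IL-2 antibodies, giving FRET emission at 665nm after 320nm excitation.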
Tb PFK inh – T. brucei PFK enzyme inhibition | O15648 | T. brucei PFK, ADP-Glo luminescence | Potency, µM (series often up to 57.5 µM), for inactives: at the highest dose activity, negative = inhibition, actives largely listed as inhibitors | hit rate 0.17% among 330,000;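 note: potency is the fitted concentration of half-maximal effect; 0% = uninhibited 1x PFK enzyme wells and -100% = no-enzyme wells; nearly all actives have a fitted effect of over 60% in size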
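Luminescent ADP detection (ADP-Glo, two-step: ATP depletion then ADP-to-ATP conversion for luciferase) reported PFK activity after 45 min room-temperature reaction of 1.25 nM enzyme with 0.5 mM F6P and 0.1 mM ATP at pH 8.0.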
uPA surface inh – inhibitors of cell surface uPA generation; hit rate 0.31% among 330,000; AID 540303; Potency, µM (highest dose often 38.3 µM), for inactives: at the highest dose activity change, negative = inhibition, hits mostly inhibitors; cell surface uPA generation assay, qHTS; active = well fitted inhibition curve with a large enough effect; inconclusive = small, poorly fitted or top-dose-only effect; inactive = no such curve, though single readings can be large or run the other way; tested in mouse RAW 264.7 cells; note: potency is the fitted concentration of half-maximal effect; % is set by controls: 0 for no effect and ±100 for the full control effect; nearly all actives have a fitted effect of over 55% in size
* = called active by the depositor; ? = inconclusive; . = no result given; [ ] = another dose, or the depositor's remark. Unless noted, calls come from the whole dose curve; as a rule, active = well fitted curve in the direction sought with a large enough effect; inconclusive = small, poorly fitted or top-dose-only effect, or another doubt; inactive = no such curve, though single readings can be large; an effect the other way counts as inactive or inconclusive. Hits appear at their usual frequency. Share with any hit: about 3%.

SMILES | Eya2 phos inh | PTAP TSG101 blk | ELG1 DNA repair | BCR signal inh | B2AR arrestin | Mito fusion act | USP2a inh | TSHR antagonist | TCR activator | Tb PFK inh | uPA surface inh
Cc1cc([N+](=O)[O-])nn1CCCC(=O)NC1CCCCC1 | 4% | 0% | -2% | -3% | 0.2% | 0% | 0% | 7 | 4% | 1% | 11%
CCN(Cc1ccccc1)C(c1cccs1)c1nnnn1C1CCCCC1 (configuration not stated) | -5% | -8% | 0% | ? | -0.3% | 7% | 1% | -12 | 6% | 0% | -29%
CCc1nn(C(C)C(=O)N2CCN(Cc3ccccc3)CC2)c(=O)c2cc3occc3n12 (configuration not stated) | -9% | -3% | -1% | 0% | -0.1% | 2% | 1% | 8 | 1% | -3% | 0%
Cc1ccccc1C(=O)NC1CC2CCCC(C1)N2Cc1ccc(Cl)cc1 (configuration not stated) | -27% | -6% | -2% | 10% | -0.3% | 4% | 0% | -8 | 5% | 2% | -2%
COc1cccc(C(=O)C2CCCN(Cc3cccn3-c3ccccn3)C2)c1 (configuration not stated) | -1% | 1% | -14% | 3% | -0.4% | 17% | -2% | -3 | 6% | -1% | -6%
N#CCOc1ccccc1/C=N/n1nnnc1N | -22% | 0% | -20% | -2% | 0.5% | 3% | 0% | 26 | 4% | 2% | 4%
Cc1ccc(C(C)C)c(OCCNCc2ccccc2)c1 | -13% | -4% | -18% | -2% | -0.1% | -14% | -5% | 4 | 5% | -2% | -7%
O=C(O)c1cccc(Sc2cc(Cl)ccc2C(=O)O)c1 | 7% | . | ? | -4% | 0.1% | -6% | 0% | 6 | -5% | 0% | 8%
CCOC(=O)C1CCN(C(=O)CCc2nc3ccccc3[nH]2)CC1 | -18% | -3% | 1% | -6% | 0.5% | -3% | 3% | 7 | 3% | -14% | 1%
COc1ccccc1NC(=O)C(C/C=C(/C)Cl)C(C)=O (configuration not stated) | 2% | 0% | -1% | 9% | 0.0% | -2% | 3% | -12 | -2%[46.1 µM] | 5% | -2%
COC(=O)c1nccc2c1[nH]c1ccccc12 | -17% | -3% | -1% | ? | 0.0% | -4% | 0% | -3 | -1% | 0% | 5%
O=S(=O)(c1cccc(S(=O)(=O)N2CCCC2)c1)N1CCCCC1 | 11% | -3% | 16% | -2% | 0.0% | 11% | 1% | -5 | 0% | -2% | 1%

Full records, looked up by structure:
Cc1ccc(C(C)C)c(OCCNCc2ccccc2)c1 in the list: Eya2 phos inh: -13%; PTAP TSG101 blk: -4%; ELG1 DNA repair: -18%; BCR signal inh: -2%; B2AR arrestin: -0.1%; Mito fusion act: -14%; USP2a inh: -5%; TSHR antagonist: 4; TCR activator: 5%; Tb PFK inh: -2%; uPA surface inh: -7%
Cc1cc([N+](=O)[O-])nn1CCCC(=O)NC1CCCCC1 in the list: Eya2 phos inh: 4%; PTAP TSG101 blk: 0%; ELG1 DNA repair: -2%; BCR signal inh: -3%; B2AR arrestin: 0.2%; Mito fusion act: 0%; USP2a inh: 0%; TSHR antagonist: 7; TCR activator: 4%; Tb PFK inh: 1%; uPA surface inh: 11%

Further records:
SMILES | Eya2 phos inh | PTAP TSG101 blk | ELG1 DNA repair | BCR signal inh | B2AR arrestin | Mito fusion act | USP2a inh | TSHR antagonist | TCR activator | Tb PFK inh | uPA surface inh
COc1cc(C(=O)c2c(C)c(CCC#N)n3ccccc23)cc(OC)c1OC | -2% | 0% | ? | ? | -0.8% | -2% | -1% | 1 | 2% | 1% | 4%
CCOc1ccc(CN(C)C(C)C(=O)NCc2ccccc2)cc1 (configuration not stated) | 13% | -5% | -5% | 1% | -0.7% | -1% | -1% | 0 | -85% | -2% | -7%
O=C(CN1CCOCC1)Nc1cccc(S(=O)(=O)N2CCCCCC2)c1 | 9% | -2% | 12% | -1% | -1.0% | 4% | 0% | 25 | -2% | -8% | 7%
Cc1ccc(S(=O)(=O)NCCN(CCNS(=O)(=O)c2ccc(C)cc2)S(C)(=O)=O)cc1 | -1% | -7% | -9% | 0% | -1.5% | -2% | 1% | 3 | -16% | 3% | 1%
O=C(C1CCCN(S(=O)(=O)c2ccccc2[N+](=O)[O-])C1)N1CCN(c2ccccc2)CC1 (configuration not stated) | -4% | -5% | ? | ? | -0.7% | 1% | -2% | -3 | 3%[46.1 µM] | 0% | 1%
Cc1onc(-c2ccccc2)c1C(=O)NNC(=O)c1ccccc1Br | 18% | -1% | 8% | -2% | -0.2% | 6% | -1% | -3 | 1% | -2% | -2%
Cc1nnc2c(N3CCN(CCO)CC3)nc3ccccc3n12 | ? | -6% | 6% | -5% | 0.6% | 4% | -2% | 4 | . | 0% | -10%
O=C(CCC1CCCN(C(=O)c2ccncc2)C1)NCc1ccc(F)c(F)c1 (configuration not stated) | 5% | 0% | -2% | 13% | -0.3% | 3% | 2% | -4 | 5% | -11% | -1%
Cc1nc2nc(Cc3ccccc3)[nH]n2c(=O)c1Cc1ccccc1 | 0% | 0% | -9% | ? | -0.2% | -1% | -3% | 3 | -5% | -11% | -2%
CNc1cc(C)nc(-n2nc(C)cc2C)n1 | -3% | 0% | -28% | -20% | ? | -17% | -1% | -2 | -5% | -3% | -4%
CCCc1cc(-c2n[nH]c(=S)n2CC)c2ccccc2n1 | 1% | 0% | -24% | 5% | 0.2% | -1% | 0% | -4 | 0%[46.1 µM] | 1% | 8%
COc1ccc(CN2CCC(=O)N([C@H](CO)CC(C)C)CC2)cc1 | 9% | 2% | 8% | 1% | 0.5% | -1% | 1% | -4 | -7% | 3% | 8%
Cc1ccc(S(=O)(=O)N2CCN(C(=O)COC(=O)c3c(C)cc(C)cc3C)CC2)c(C)c1 | -10% | 3% | ? | -24% | 0.0% | 15% | 1% | -8 | 3% | -8% | 3%
CCOC(=O)N1CCN(C(=O)CN(c2ccccc2OC)S(=O)(=O)c2ccc(C)cc2)CC1 | -2% | 11% | 0% | 2% | 0.0% | 7% | 0% | 36 | -8% | -4% | -4%
O=C(Nc1cccc(C(F)(F)F)c1)NC1CCN(S(=O)(=O)c2ccc(F)cc2)CC1 | 4% | -1% | -22% | 11% | 0.1% | -2% | 1% | -13 | -6% | 0% | -6%
O=C(Oc1ccc2c(c1)OCO2)c1cc2c(s1)CCC2 | -11% | -2% | -1% | ? | 0.0% | 7% | -12% | -13 | 4% | ? | -3%
Cc1ccc(OCC(=O)NNC(=O)C2CC(=O)N(c3ccc4c(c3)OCCO4)C2)cc1 (configuration not stated) | 6% | 1% | 5% | -5% | -0.2% | -7% | -2% | -5 | . | -1% | 1%
CCn1c(SC)nnc1C1CCCN(CC(=O)Nc2ccccc2N2CCOCC2)C1 (configuration not stated) | 1% | -5% | 1% | 1% | 0.1% | 1% | 1% | 1 | 0% | -5% | 4%
CC(C)(C)C(=O)OC/C(N)=N/OC(=O)c1ccccc1 | 10% | -1% | -2% | ? | 0.4% | 8% | 2% | -6 | 0% | 4% | -2%
CCOc1ccccc1NC(=O)Nc1ccc(Br)cc1C | 6% | -5% | 0% | 11% | -0.3% | -1% | 0% | -1 | -3% | -4% | -9%
COC(=O)C(C(=O)N1CCN(C)CC1)C1CCCCCC1 (configuration not stated) | 16% | -1% | 10% | 3% | -0.3% | -2% | 1% | 9 | -1% | -1% | 5%
C=CCn1c(SCC(=O)c2ccc(O)c(O)c2)nnc1-c1cccc(C)c1 | -4% | 0% | 6% | ? | -0.1% | -2% | 0% | -9 | -27% | 0% | ?
Cc1nn(C(=O)Cn2ccc([N+](=O)[O-])n2)c(C)c1Br | 3% | 0% | -6% | -11% | -0.2% | -2% | -1% | 7 | 4% | -2% | -2%
